RGS4 inh = Inhibitors of Regulator of G Protein Signaling (RGS) 4: qHTS | Regulator of G-protein signaling 4 (Homo sapiens), P49798 | Transcreener GDP fluorescence polarization, RGS4-accelerated GTP hydrolysis | Potency, µM (highest dose often 114 µM), for inactives: top-dose activity change, negative = inhibition, hits mostly inhibitors | actives 0.039% (n = 390,000) | AID 504845, 2011; further: on the % scale 0 is the no-effect control and ±100 the full control effect; nearly all actives have a fitted effect of over 75% in size; some results filed as inactive show a strong effect at the top dose
Target sequence (P49798 whole entry, looked up): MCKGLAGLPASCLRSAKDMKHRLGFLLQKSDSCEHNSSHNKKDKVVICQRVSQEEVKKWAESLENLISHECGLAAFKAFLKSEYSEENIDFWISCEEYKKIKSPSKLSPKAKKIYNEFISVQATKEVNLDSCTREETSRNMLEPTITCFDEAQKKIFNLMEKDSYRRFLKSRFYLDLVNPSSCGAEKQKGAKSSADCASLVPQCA
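MLSMR compounds (23 nl, pin-transferred) preincubated 10 min at room temperature with a 500nM (2x) first reagent, then RGS4 at 900nM (2x) plus Transcreener GDP mix added; fluorescence polarization (620/688 nm) read before and after 90 min at 30 °C.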
12-LOX inh = Primary qHTS assay for inhibitors of human arachidonate 12S-lipoxygenase (ALOX12): Round 2. Polyunsaturated fatty acid lipoxygenase ALOX12 (Homo sapiens), P18054. purified 12hLO, xylenol orange hydroperoxide absorbance. Potency, µM (top dose mostly 108 µM), inactives show at the highest dose activity change, negative = inhibition, usual class: inhibitors. actives 1.1% (n = 580,000); further: on the % scale 0 is the no-effect control and ±100 the full control effect
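Purified human 12hLO (150 nM final) in 25 mM Hepes, 0.01% Triton X-100, pH 7.0 was preincubated 15 min at room temperature with compound. Then 40 uM arachidonic acid was added, 30 min. Hydroperoxide was read by Fe-XO absorbance ratio 573/405 nm.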
ERG-DNA inh = qHTS for Small Molecule Inhibitors of the ERG Ets/DNA interaction; fluorescence polarization, His-ERG Ets domain / labelled DNA; Potency, µM (series often up to 76.9 µM), inactives show top-dose FP activity, negative = inhibition, actives largely listed as inhibitors; actives 0.028% (n = 370,000); AID 624246, 2012; active means well fitted inhibition curve with a large enough effect in the polarisation, with a control signal flat; inconclusive means small, poorly fitted or top-dose-only effect, or effect the other way, or a change in a side signal; inactive means no such curve, though single readings can be large or run the other way; the % refers to the polarisation;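 further: polarization taken with two DNA probes labelled with fluorescein and Texas red; % of control where 0% means no effect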
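His-tagged ERG Ets domain (1 uM in the protein solution; 300mM KCl, 50mM Tris-HCl, 1mM EDTA, 1mM DTT, pH 7.5) received compound, then a probe mix of 5 nM fluorescein-DNA and 100nM Texas-615-DNA. Fluorescence polarization was read for both dyes.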
HP1b binding inh = HTS for Inhibitors of HP1-beta Chromodomain Interactions with Methylated Histone Tails | Chromobox protein homolog 1 (Homo sapiens), P83916 | AlphaScreen HP1-beta / biotin-H3K9me3 peptide binding | Potency, µM (doses to about 114 µM), for the others: at the top dose activity change, negative = inhibition, most hits filed as inhibitors | actives 0.56% (n = 390,000) | AID 540317, 2011; further: nearly all actives have a fitted effect of over 70% in size; inactives centre near 23
Target sequence (P83916 whole entry, looked up): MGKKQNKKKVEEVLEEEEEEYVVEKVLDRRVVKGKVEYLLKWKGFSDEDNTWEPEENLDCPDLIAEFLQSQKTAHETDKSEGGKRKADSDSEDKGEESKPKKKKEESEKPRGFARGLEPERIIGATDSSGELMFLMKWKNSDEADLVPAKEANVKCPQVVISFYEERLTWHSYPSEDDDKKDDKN
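Compound inhibition of the preformed complex between 50 nM HP1-beta and 50 nM biotinylated H3K9me3 peptide was read by AlphaScreen. Buffer was PBS pH 7.4 with 0.01% Tween-20. Incubations ran 30 min at room temperature, with 10 ug/mL donor/acceptor beads.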
GLS inh = qHTS for Inhibitors of Glutaminase (GLS). Glutaminase kidney isoform, mitochondrial (Homo sapiens), O94925. GLS enzymatic activity, qHTS titration. Potency, µM (highest dose often 45.5 µM), inactives show at the highest dose activity change, negative = inhibition, usual class: inhibitors. actives 0.21% (n = 410,000); further: on the % scale 0 is the no-effect control and ±100 the full control effect
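hKGA; 45 mM KH2PO4 pH 8.2 + 0.02% Tween-20; cpd via pin tool; 1 mM Gln soln; GluOx/HRP/Amplex Red; RT 30 min; fluor. t0 & final.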
rTrxR1 inhibitor = qHTS Assay for Inhibitors of Mammalian Selenoprotein Thioredoxin Reductase 1 (TrxR1): qHTS; recombinant rTrxR1, NADPH fluorescence consumption, selenite substrate; actives 1% (n = 390,000); Thioredoxin reductase 1, cytoplasmic (Rattus norvegicus), O89049; Potency, µM (top dose mostly 114 µM), without a hit: at the highest dose activity change, negative = inhibition, hits mostly inhibitors; further: on the % scale 0 is the no-effect control and ±100 the full control effect; nearly all actives have a fitted effect of over 65% in size
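Rat TrxR1 (90 nM in the dispensed reagent) was pre-reduced with 400 uM NADPH for 5 min at room temperature, then incubated with compound for 15 min. After 400 uM selenite was added, NADPH fluorescence (Ex 340/Em 450 nm) was followed for 8 min.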
Pin1 inh = qHTS Assay to Find Inhibitors of Pin1; Peptidyl-prolyl cis-trans isomerase NIMA-interacting 1 (Homo sapiens), Q13526; Pin1 FP peptide displacement, HiFluor488, 10 min; Potency, µM (highest dose often 115 µM), without a hit: top-dose activity, negative = inhibition, most hits filed as inhibitors; actives 0.009% (n = 390,000); active means well fitted inhibition curve with a large enough effect in the polarisation, with a control signal flat, not every such curve was filed as active; inconclusive means small, poorly fitted or top-dose-only effect, or effect the other way, or a change in a side signal; inactive means no such curve, though single readings can be large or run the other way; the % refers to the polarisation; further: on the % scale 0 is the no-effect control and ±100 the full control effect
JMJD2A Tudor inh = qHTS Assay for Inhibitors of JMJD2A-Tudor Domain; AlphaScreen JMJD2A-Tudor / H3K4me3 peptide binding; Potency, µM (titrated, usually from 114 µM), for the others: at the highest dose activity change, negative = inhibition, actives largely listed as inhibitors; actives 4.4% (n = 390,000); AID 504339, 2011; further: on the % scale 0 is the no-effect control and ±100 the full control effect; nearly all actives have a fitted effect of over 50% in size
PGK inhibitor = qHTS Assay to Find Inhibitors of Phosphoglycerate Kinase | Phosphoglycerate kinase, glycosomal (Trypanosoma brucei brucei), P07378 | PGK/GAPDH coupled, Kinase-Glo luminescence, 60 min | Potency, µM (series often up to 57.5 µM), for inactives: at the top dose activity change, negative = inhibition, hits mostly inhibitors | actives 0.043% (n = 380,000) | AID 602233, 2012; further: on the % scale 0 is the no-effect control and ±100 the full control effect; nearly all actives have a fitted effect of over 60% in size
Target sequence (P07378 whole entry, looked up): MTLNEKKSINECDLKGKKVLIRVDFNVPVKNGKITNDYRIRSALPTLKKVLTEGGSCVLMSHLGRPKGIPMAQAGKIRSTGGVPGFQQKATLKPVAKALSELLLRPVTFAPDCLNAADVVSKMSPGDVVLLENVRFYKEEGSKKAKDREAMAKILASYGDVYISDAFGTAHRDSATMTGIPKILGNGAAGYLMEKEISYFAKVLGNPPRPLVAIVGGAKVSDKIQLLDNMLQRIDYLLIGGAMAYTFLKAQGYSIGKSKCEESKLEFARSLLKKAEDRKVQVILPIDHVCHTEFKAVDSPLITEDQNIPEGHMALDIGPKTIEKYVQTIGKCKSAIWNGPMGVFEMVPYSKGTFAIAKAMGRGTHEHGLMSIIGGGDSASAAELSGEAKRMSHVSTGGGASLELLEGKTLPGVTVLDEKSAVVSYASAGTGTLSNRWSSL
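Luminescent ATP detection (Kinase-Glo Plus) follows a 60-minute room-temperature incubation, with wells lacking PGK as controls. Buffer: 100 mM TEA (pH 7.6), 5 mM MgCl2, 0.01% Tween-20. Coupling enzyme GAPDH (100 nM final) supplies unstable 1,3-BPG in-well.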
Active calls of the source: *; i = inactive; ? = inconclusive; · = no result given; [ ] = dose if it differs, or a comment. Unless noted, the call rests on the fitted dose curve; in most records, active means well fitted curve in the direction sought with a large enough effect; inconclusive means small, poorly fitted or top-dose-only effect, or another doubt; inactive means no such curve, though single readings can be large; an effect the other way counts as inactive or inconclusive. Potency means the concentration at half of the fitted maximal effect. Some of the compounds tested; count on the stated rates, not on these rows.

SMILES	RGS4 inh	12-LOX inh	ERG-DNA inh	HP1b binding inh	GLS inh	rTrxR1 inhibitor	Pin1 inh	JMJD2A Tudor inh	PGK inhibitor
COc1cccc(-c2ccc(SCC(=O)NC3CCCC3)nn2)c1	-15%	475%[activator]	4%	29%	3%	17%	0%	5%	7%
CCN(CC)C(=O)c1c(-c2ccccc2)c(-c2ccccc2)nn(CC)c1=O	0%	-15%	-3%	91%[activator]	7%	7%	-9%	-6%	i
CCCCNc1nc(C)c(C(C)=O)cc1C#N	7%	-29%	-5%	0%	6%	5%	1%	-6%	-2%
O=C(Nc1ccccn1)c1cccc(S(=O)(=O)N2CCCc3ccccc32)c1	23%	?	-4%	30%	6%	-18%	6%	-19%	1%
CC(=O)c1ccc(N2CCN(C(=O)c3ccc(C(=O)c4ccccc4)cc3)CC2)cc1	-30%	6%	-9%	35%	-2%	5%	-5%	-14%	i
CC(=O)c1sc(N/N=C2\CC3CCC2(C)C3(C)C)nc1C (stereo unspecified)	-32%	1%	-16%	7%	4%	-76%[57.1 µM]	-4%	?	-8%
CCCCn1c(=O)[nH]c(=O)c2c1nc(-c1ccc(C)c([N+](=O)[O-])c1)n2CC	-19%	-4%	-6%	36%	-10%	1%	-1%	-20%	-10%
CC(C)(C)NC(=S)NCc1ccco1	9%	?	4%	-4%	7%	-19%	-9%	-16%	9%
Cc1ccc(CN(C)c2nc(-c3cccnc3)nc3ccccc23)o1	-33%	17%	-8%	24%	12%	-23%	2%	-32%	-4%
CC(C)NS(=O)(=O)c1ccc(CCC(=O)NCc2ccc3c(c2)OCO3)cc1	5%	-3%	·	8%	-2%	-7%	0%	-5%	2%
Cc1ccccc1C(=O)O	12%	1%	8%	26%	-1%	13%	-10%	-10%	2%
CC1=NN(C(=O)CSCc2ccccc2)C(O)(c2ccccc2)C1 (stereo unspecified)	10%	-11%	0%	40%[activator]	1%	10%	-1%	-12%	-2%
O=C1OC(CN2CCOCC2)CN1N=Cc1ccc([N+](=O)[O-])o1 (stereo unspecified)	-11%	?	-2%	26%	14%	?	0%	-32%	11%
Cc1cc(C)nc(NC(=O)c2cnc3sccn3c2=O)n1	-16%	-14%	3%	48%[activator]	-10%	-3%	-7%	-18%	9%
COC(=O)C1=C(C)N(Cc2ccccc2)C(=NCc2cccc(C(F)(F)F)c2)N[C@H]1c1cccc(F)c1	6%	?	-4%	10%	4%	7%	?	-25%	1%
COc1ccc(NC(=O)c2cc3c(=O)n4ccccc4nc3n2C)cc1OC	17%	2%	5%	44%[activator]	9%	12%	0%	1%	-1%
Cc1nn(-c2ccc(F)cc2)c2sc(C(=O)OC3CCOC3=O)cc12 (stereo unspecified)	1%	-23%	5%	11%	2%	-21%	0%	-19%	-5%
Cc1ccc(C(=O)N2CC(C)OC(C)C2)cc1S(=O)(=O)N1CCCCC1 (stereo unspecified)	-11%	319%[activator]	5%	54%[activator]	1%	5%	-1%	2%	i
Clc1ccc(Nc2nc(NCCN3CCOCC3)nc(N3CCOCC3)n2)cc1	5%	·	3%	8%	13%	8%[57.1 µM]	-6%	-24%	3%
Cc1cc(C)n2nc(C(=O)OCC(=O)c3ccccc3)nc2n1	50%	-6%	2%	33%	31%	-2%[57.1 µM]	3%	-11%	-3%
Nn1c(SCc2ccc(F)cc2)nnc1-c1ccncc1	-5%	14%	-7%[15.4 µM]	43%[activator]	-9%	9%[11.4 µM]	-5%	1%	7%
CN(C(=O)CSc1nnc(-c2cccc(F)c2)n1N)C1CCS(=O)(=O)C1 (stereo unspecified)	-21%	11%	-9%	25%	1%	22%[57.1 µM]	-5%	-12%	4%
N#CC(=C=[N-])C1=C(C#N)C(c2ccccc2F)C([n+]2ccccc2)C(O)(C2CC2)N1 (stereo unspecified)	-5%	19%	2%	5%	7%	0%	7%	-34%	-6%
CCOc1ccc(N(C(=O)c2ccc(S(=O)(=O)N3CCCC3)cc2)C2C=CS(=O)(=O)C2)cc1 (stereo unspecified)	2%	-3%	-5%	13%	3%	-6%	-1%	-19%	-8%
CCn1nnc(NC(=S)NC(=O)c2ccc(-c3cccc(Cl)c3)o2)n1	-34%	?	-18%	?	-15%	?	0%	-41%	i
Cc1cc(F)ccc1S(=O)(=O)Nc1c(C)n(C)n(-c2ccccc2)c1=O	-8%	23%	-5%	31%	10%	12%	-1%	-11%	5%
Cc1ccc(S(=O)(=O)N2CCCCC2)c(C)c1NS(C)(=O)=O	-5%	1%	20%	1%	4%	13%	-12%	-14%	-2%
CC(CNC(=O)CCS(=O)(=O)c1ccc2c(c1)NC(=O)CO2)c1ccccc1 (stereo unspecified)	20%[11.4 µM]	0%	-4%	40%[activator]	1%	15%	1%	-2%	i
FC(F)(F)c1cnc(N2CCCN(C(=S)Nc3ccccc3)CC2)c(Cl)c1	-24%	?	15%	38%	-10%	21%[57.1 µM]	3%	-1%	0%
CNC(=O)COc1ccc(Nc2nnc(-c3ccc(C)c(S(N)(=O)=O)c3)c3ccccc23)cc1	9%	0%	15%	17%	?	3%[57.1 µM]	-1%	-3%	1%
CCOc1ccc(NC(=NCc2ccc3c(c2)OCO3)SC2CC(=O)N(c3ccccc3)C2=O)cc1 (stereo unspecified)	-1%	14%	0%	22%	0%	7%	4%	7%	-8%
COC(=O)c1c(-c2ccc(C)cc2)csc1NC(=O)C1CC=CCC1C(=O)O (stereo unspecified)	-14%	1%	1%	-6%	7%	-9%	35%[activator]	-21%	i
CCOC(=O)/C(C#N)=C/N1CCOCC1	1%	0%	13%	18%	-3%	15%	-5%	-7%	i
O=C(Nc1cccc2cccnc12)c1ccccc1Br	-9%	33%[activator]	3%	139%[activator]	-4%	26%	1%	41%[activator]	i
CCS(=O)(=O)c1c(Nc2ccc(F)c(Cl)c2)sc(C(=O)c2ccccc2)c1N	-1%	-6%	-2%	-7%	13%	3%	24%	?	6%
O=C(Nc1cccc(C(=O)NC2CC2)c1)c1ccccc1	18%	9%	-3%	14%	-1%	14%	-4%	-21%	0%
O=C(Cn1c(=O)n(-c2ccccc2)c(=O)n1CC(=O)N1CCCCC1)N1CCCCC1	-3%	-15%	-9%	11%	-19%	9%	-3%	-18%	-9%
CCOc1nc(-c2ccccc2)ccc1-c1noc(-c2ccco2)n1	-26%	6%	-1%	28%	-5%	10%[57.1 µM]	18%	6%	2%
CCc1cc(=O)oc2cc(OCC=C(C)C)ccc12	-8%	-22%	10%	64%[activator]	1%	5%	-3%	47%[activator]	-5%
O=C(c1cc(COc2ccc3ncccc3c2)on1)N1CCC[C@H]1CO	3%	37%[activator]	0%	20%	10%	-5%	4%	-17%	-9%
COc1ccc(-n2ncc(C(=O)Nc3cccc(C(F)(F)F)c3)c2C2CCN(C(=O)OC(C)(C)C)CC2)cc1	-4%	0%	-2%	40%[activator]	6%	17%	9%	6%	-1%

Assay outcomes deposited in PubChem BioAssay by National Center for Advancing Translational Sciences (NCATS).
